Screens (PubChem)
hIAP activ: human IAP activators, primary screen, biochemical, luminescence, uHTS. Intestinal-type alkaline phosphatase (Homo sapiens), P09923. purified human IAP, CDP-Star luminescence, 30 min; hits give high values; 1 = vehicle-only enzyme, 0 = enzyme-free background. activation factor at 10 µM. hit rate 0.16% among 330,000. AID 2524, 2010;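 active means activation factor of the enzyme at least 2-fold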; further: the source names both 10 and 20 µM as test concentration; values of inactives mirror those of a sister screen read the other way
Target sequence (P09923 whole entry, looked up): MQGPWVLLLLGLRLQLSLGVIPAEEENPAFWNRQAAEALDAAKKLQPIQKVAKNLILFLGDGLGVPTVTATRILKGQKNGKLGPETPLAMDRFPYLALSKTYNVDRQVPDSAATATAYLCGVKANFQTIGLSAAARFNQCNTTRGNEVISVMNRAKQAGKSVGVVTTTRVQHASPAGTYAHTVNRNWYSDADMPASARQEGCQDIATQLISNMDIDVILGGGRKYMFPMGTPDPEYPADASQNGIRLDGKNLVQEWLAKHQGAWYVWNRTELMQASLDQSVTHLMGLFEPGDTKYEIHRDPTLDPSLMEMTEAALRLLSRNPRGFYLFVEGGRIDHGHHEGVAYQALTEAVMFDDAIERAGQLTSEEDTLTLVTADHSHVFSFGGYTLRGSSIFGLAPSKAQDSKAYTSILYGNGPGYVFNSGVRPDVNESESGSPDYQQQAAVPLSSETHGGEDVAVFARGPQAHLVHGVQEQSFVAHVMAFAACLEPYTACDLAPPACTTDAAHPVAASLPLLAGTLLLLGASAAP
APOBEC3A inh: APOBEC3A ssDNA deaminase inhibitors, primary screen, selectivity assay for APOBEC3G inhibitor project, biochemical, FAM/TAMRA oligo cleavage fluorescence; DNA dC->dU-editing enzyme APOBEC-3A (Homo sapiens), P31941; recombinant A3A, FAM/TAMRA ssDNA deamination fluorescence; inhibition, % at 20 µM; hit rate 0.41% among 330,000; AID 493011, 2011;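 active means at least 40% inhibition at 20 µM here, with at most 30% in a related deaminase screen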;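 further: plate controls were A3A with DMSO for no effect and wells lacking A3A enzyme for full effect; some results filed as inactive read as strong as hits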
hIAP inh: human IAP inhibitors, primary screen, biochemical, luminescence, uHTS. purified IAP, CDP-Star luminescence, 30 min. AID 2544, 2010. inhibition, % at 10 µM. hit rate 0.12% among 330,000;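 active means inhibition reaching a set limit with compound at 10 µM in the primary screen, cut at about 35% in these data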;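 further: plate controls were DMSO wells with enzyme for no effect and no-enzyme buffer wells for full effect; values of inactives mirror those of a sister screen read the other way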
PfG6PD inh: PfG6PD enzyme inhibitors, primary screen, biochemical, fluorescence intensity, uHTS. hit rate 0.78% among 350,000. PfGluPho enzyme, NADPH resazurin-diaphorase fluorescence. glucose-6-phosphate dehydrogenase-6-phosphogluconolactonase (Plasmodium falciparum 3D7). inhibition, % at 20 µM;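 active means inhibition reaching at least a set limit at 20 µM in the primary screen, cut at about 59% in these data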;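 further: 0% = DMSO wells with substrate and 100% = DMSO wells lacking glucose-6-phosphate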
ATG4B inhibitor: ATG4B protease inhibitors, primary screen, biochemical, fluorescence, uHTS; inhibition, % at 8.33 µM; ATG4B cleavage of LC3-PLA2, NBD-HPC fluorescence, 1 h; AID 504462, 2011; hit rate 0.51% among 340,000; Cysteine protease ATG4B (Homo sapiens), Q9Y4P1; in the data active means inhibition above about 40%
Target sequence (Q9Y4P1 whole entry, looked up): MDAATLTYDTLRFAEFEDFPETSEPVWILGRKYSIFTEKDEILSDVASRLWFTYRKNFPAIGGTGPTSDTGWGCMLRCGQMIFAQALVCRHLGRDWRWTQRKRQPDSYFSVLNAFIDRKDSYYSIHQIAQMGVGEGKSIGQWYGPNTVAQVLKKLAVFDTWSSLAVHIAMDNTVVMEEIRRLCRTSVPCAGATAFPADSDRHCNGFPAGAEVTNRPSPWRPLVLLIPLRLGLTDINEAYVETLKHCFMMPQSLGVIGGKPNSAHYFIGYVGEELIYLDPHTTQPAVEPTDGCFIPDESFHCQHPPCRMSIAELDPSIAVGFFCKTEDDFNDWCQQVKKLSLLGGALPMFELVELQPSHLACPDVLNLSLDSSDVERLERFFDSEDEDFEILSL
mIAP activ: activators of mouse IAP, primary screen, biochemical, luminescence, uHTS; hit rate 0.24% among 330,000; muIAP, CDP-Star luminescence, 30 min; hits give high values; 1 = vehicle-only enzyme signal, 0 = enzyme-free wells; activation factor at 10 µM;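 active means activation factor of at least 2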; further: the source names both 10 and 20 µM as test concentration; values of inactives mirror those of a sister screen read the other way
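System: Mouse IAP enzyme | Also added: CDP-Star substrate | Dosing: Compounds dispensed in DMSO | Schedule: 30 min enzyme-substrate-compound incubation at room temperature | Technique: Chemiluminescence readout | Control set: DMSO-only wells and no-enzyme negative control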
mIAP inh: inhibitors of mouse IAP, primary screen, biochemical, luminescence, uHTS | intestinal alkaline phosphatase [Mus musculus] | purified mouse IAP, CDP-Star luminescence, 30 min | inhibition, % at 10 µM | hit rate 0.2% among 330,000;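 active means inhibition of at least 40% at 10 µM in the primary screen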;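 further: plate controls were DMSO with enzyme for no effect and no enzyme wells for full effect; values of inactives mirror those of a sister screen read the other way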
HKDC1 inhibitor: HKDC1 hexokinase inhibitors, primary screen, biochemical, fluorescence, uHTS; recombinant HKDC1, G6PDH/diaphorase resazurin coupled fluorescence; Q2TB90; inhibition, % at 20 µM; hit rate 0.16% among 340,000;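 active means inhibition above about 35% when tested at 20 µM, limit read from the data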;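 further: plate controls were DMSO wells with enzyme for no effect and DMSO wells lacking enzyme for full effect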
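Test system: recombinant HKDC1 (HK5) hexokinase enzyme, produced in-house; Amount: enzyme 5 µg/mL final; Buffer or medium: Tris pH 8.0 buffer with MgCl2, Tween-20, BSA, BME; Reagent: glucose and ATP substrates; Doses: 20 µM test compound, 1% DMSO; Incubation: 90 min reaction incubation at room temperature, dark; Detection: resorufin fluorescence at 613 nm.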
* marks the source's active call; other numbers are inactive results.

`OC(Cc1nc2ccccc2[nH]1)c1ccccc1Cl` (stereo not given) gave hIAP activ 1.1, APOBEC3A inh -4, hIAP inh -11, PfG6PD inh 16, ATG4B inhibitor -6, mIAP activ 1.1, mIAP inh -9 and HKDC1 inhibitor -9.
`CC1(OC(=O)C2CCCC2)C(=O)C=C2C=C(c3ccsc3)N(Cc3ccccc3)C=C2C1=O` (stereo not given) gave hIAP activ 1.1, APOBEC3A inh -5, hIAP inh -6, PfG6PD inh 50, ATG4B inhibitor 0, mIAP activ 1, mIAP inh -1 and HKDC1 inhibitor 28.
For COc1ccc(C2C(C(=O)C(C)(C)C)=C(O)C(=O)N2Cc2ccccc2)cc1 (stereo not given) the results were hIAP activ 0.88, APOBEC3A inh -1, hIAP inh 12, PfG6PD inh -18, ATG4B inhibitor 1, mIAP activ 0.92, mIAP inh 8 and HKDC1 inhibitor -5.
Screening CNC(=O)c1c(C)[nH]c(=S)c(C#N)c1-c1ccco1 returned hIAP activ 0.96, APOBEC3A inh -2, hIAP inh 4, PfG6PD inh 56, ATG4B inhibitor -1, mIAP activ 0.94, mIAP inh 6 and HKDC1 inhibitor -4.
Clc1ccccc1-c1nc(-c2ccc(Br)o2)no1 was read as hIAP activ 0.95, APOBEC3A inh 1, hIAP inh 5, PfG6PD inh -8, ATG4B inhibitor 18, mIAP activ 0.97, mIAP inh 3 and HKDC1 inhibitor 0.
Screening C=CCNc1ccc(N2C(=O)CCCC2=O)cc1[N+](=O)[O-] returned hIAP activ 0.88, APOBEC3A inh -2, hIAP inh 12, PfG6PD inh -4, ATG4B inhibitor -11, mIAP activ 0.97, mIAP inh 3 and HKDC1 inhibitor -3.
Screening Cc1cccc(N2CCN(C(=O)C(Cc3ccccc3)NC(N)=O)CC2)c1C (stereo not given) returned hIAP activ 0.89, APOBEC3A inh -3, hIAP inh 11, PfG6PD inh -4, ATG4B inhibitor 37, mIAP activ 1, mIAP inh -3 and HKDC1 inhibitor 2.
Screening COc1cc(C2C(C(=O)c3ccco3)=C(O)C(=O)N2c2cc(C)on2)ccc1OCc1ccccc1 (stereo not given) returned hIAP activ 1.1, APOBEC3A inh -3, hIAP inh -12, mIAP activ 0.99 and mIAP inh 1.
CSc1nc2ccc(NS(=O)(=O)c3ccc(Cl)s3)cc2s1 was read as hIAP activ 1, APOBEC3A inh 1, hIAP inh 0, PfG6PD inh -7, ATG4B inhibitor -12, mIAP activ 1, mIAP inh 0 and HKDC1 inhibitor 9.
Screening COc1ccc(S(=O)(=O)N2CCN(C(=O)c3ccc(C)o3)CC2)cc1 returned hIAP activ 0.84, APOBEC3A inh 3, hIAP inh 16, PfG6PD inh 0, ATG4B inhibitor -5, mIAP activ 0.97, mIAP inh 3 and HKDC1 inhibitor 0.
`O=C(CN(c1ccc(F)cc1)S(=O)(=O)c1ccccc1)NCCSC1CCCCC1` gave hIAP activ 1.1, APOBEC3A inh -4, hIAP inh -6, PfG6PD inh 6, ATG4B inhibitor 12, mIAP activ 1.2, mIAP inh -22 and HKDC1 inhibitor -6.
For O=C(COc1nsnc1N1CCOCC1)Nc1ccc(Cl)cc1 the results were hIAP activ 1.1, APOBEC3A inh -2, hIAP inh -5, PfG6PD inh 7, ATG4B inhibitor -12, mIAP activ 1, mIAP inh -2 and HKDC1 inhibitor 11.
Screening COc1ccc(S(=O)(=O)N2c3ccc(F)cc3CCC2C)cc1 (stereo not given) returned hIAP activ 1.1, APOBEC3A inh 7, hIAP inh -14, PfG6PD inh 21, ATG4B inhibitor -7, mIAP activ 1.1, mIAP inh -5 and HKDC1 inhibitor -1.
For O=C(CN(C1CCCCC1)S(=O)(=O)c1ccccc1)NCc1ccco1 the results were hIAP activ 0.99, APOBEC3A inh -4, hIAP inh 1, PfG6PD inh -9, ATG4B inhibitor 3, mIAP activ 0.95, mIAP inh 4 and HKDC1 inhibitor -4.
`O=C(COC(=O)CCc1ccc(S(=O)(=O)N2CCOCC2)cc1)NC(=O)NC1CCCCC1` gave hIAP activ 0.97, APOBEC3A inh -2, hIAP inh 3, PfG6PD inh 11, ATG4B inhibitor -16, mIAP activ 1, mIAP inh 0 and HKDC1 inhibitor 0.
`Cc1cnc([N+](=O)[O-])n1CCOC(=O)NC(=O)c1ccc(F)cc1` gave hIAP activ 0.95, APOBEC3A inh 2, hIAP inh 5, PfG6PD inh 2, ATG4B inhibitor 0, mIAP activ 1, mIAP inh -3 and HKDC1 inhibitor 5.
`COc1ccccc1CNC(=O)C1CCC(CNC(=O)[C@@H]2Cc3ccccc3CN2)CC1` (stereo not given in full) gave hIAP activ 1.4, APOBEC3A inh -4, hIAP inh -42, PfG6PD inh -14, ATG4B inhibitor 1, mIAP activ 1, mIAP inh -3 and HKDC1 inhibitor -4.
O=C(NC1CC2CCC1C2)C1CCN(S(=O)(=O)c2ccc(-c3nn[nH]n3)cc2)CC1 (stereo not given) was read as hIAP activ 1.1, APOBEC3A inh 3, hIAP inh -10, PfG6PD inh -1, ATG4B inhibitor -3, mIAP activ 1, mIAP inh 0 and HKDC1 inhibitor -1.
Screening O=C(c1ccccc1NS(=O)(=O)c1ccc(F)cc1)N1CCCC1 returned hIAP activ 0.83, APOBEC3A inh 4, hIAP inh 17, PfG6PD inh 3, ATG4B inhibitor 11, mIAP activ 1.1, mIAP inh -5 and HKDC1 inhibitor 2.
`Nc1nn(-c2ccccc2)c(N)c1N=Nc1ccccc1F` gave hIAP activ 0.84, APOBEC3A inh -2, hIAP inh 16, PfG6PD inh 12, ATG4B inhibitor 70*, mIAP activ 0.86, mIAP inh 14 and HKDC1 inhibitor 2.
CCOC(=O)/C=C1\SCC(=O)N1CC(=O)c1ccc[nH]1 was read as hIAP activ 0.92, APOBEC3A inh 8, hIAP inh 8, PfG6PD inh -10, ATG4B inhibitor 3, mIAP activ 0.93, mIAP inh 7 and HKDC1 inhibitor -2.
COc1ccc(C)cc1NC(=O)CCc1c(C)nn(-c2ccc(N3CCCCC3)nn2)c1C was read as hIAP activ 0.77, APOBEC3A inh -3, hIAP inh 24, PfG6PD inh -9, ATG4B inhibitor 1, mIAP activ 0.92, mIAP inh 8 and HKDC1 inhibitor -2.
For COc1cc(C2CC(=O)Nc3cc(C)c(C)cc32)cc(OC)c1OC (stereo not given) the results were hIAP activ 0.93, APOBEC3A inh 2, hIAP inh 7, PfG6PD inh 1, ATG4B inhibitor -9, mIAP activ 1.1, mIAP inh -12 and HKDC1 inhibitor -8.
CCN1CCCc2cc(CN(CCN3CCOCC3)C(=S)Nc3cc(F)cc(F)c3)ccc21 was read as hIAP activ 0.98, APOBEC3A inh 0, hIAP inh 2, PfG6PD inh 9, ATG4B inhibitor -9, mIAP activ 1, mIAP inh -3 and HKDC1 inhibitor -7.
For O=C(c1ccc(CN2CCOCC2)cc1)N1CCN(c2ccccc2)CC1 the results were hIAP activ 1.1, APOBEC3A inh -4, hIAP inh -9, PfG6PD inh -4, ATG4B inhibitor -16, mIAP activ 1.1, mIAP inh -12 and HKDC1 inhibitor -15.
`O=C(CNCC1CCCCC1)Nc1cccc(S(=O)(=O)N2CCOCC2)c1` gave hIAP activ 1.1, APOBEC3A inh -3, hIAP inh -13, PfG6PD inh -21, ATG4B inhibitor 2, mIAP activ 1, mIAP inh 0 and HKDC1 inhibitor 4.
Screening O=C(CSc1nc(C2CCCCC2)nc2ccccc12)NCc1ccc2c(c1)OCO2 returned hIAP activ 1.2, APOBEC3A inh -3, hIAP inh -21, PfG6PD inh 34, ATG4B inhibitor 2, mIAP activ 0.89, mIAP inh 11 and HKDC1 inhibitor -8.
`O=C(c1ccccc1)c1ccc(OCCCCN2CCCCC2)cc1` gave hIAP activ 1, APOBEC3A inh -1, hIAP inh -5, PfG6PD inh -6, ATG4B inhibitor 5, mIAP activ 0.97, mIAP inh 3 and HKDC1 inhibitor -2.
For CCOc1ccccc1C(=O)NC(C(=O)NCCc1ccccn1)C(C)C (stereo not given) the results were hIAP activ 0.86, APOBEC3A inh -1, hIAP inh 14, PfG6PD inh -1, ATG4B inhibitor -2, mIAP activ 1, mIAP inh -1 and HKDC1 inhibitor -8.
Screening O=C(N/N=C/c1cc(Br)cs1)c1ccc2c(c1)OCCO2 returned hIAP activ 0.97, APOBEC3A inh -5, hIAP inh 2, PfG6PD inh 25, ATG4B inhibitor -2, mIAP activ 0.99, mIAP inh 1 and HKDC1 inhibitor -2.
For Cc1cc(C)c(Nc2ncnc(N)n2)c(C)c1 the results were hIAP activ 1.1, APOBEC3A inh -4, hIAP inh -12, PfG6PD inh -4, ATG4B inhibitor -7, mIAP activ 1.1, mIAP inh -7 and HKDC1 inhibitor 5.
Screening Cc1ccsc1/C=N/N1CCN(C2c3ccccc3-c3ccccc32)CC1 returned hIAP activ 0.95, APOBEC3A inh -5, hIAP inh 5, PfG6PD inh -4, ATG4B inhibitor 19, mIAP activ 1.1, mIAP inh -13 and HKDC1 inhibitor 2.
CC(=O)Nc1cccc(C(=O)N2CCN(Cc3ccccc3)CC2)c1 was read as hIAP activ 0.78, APOBEC3A inh 2, hIAP inh 22, PfG6PD inh -18, ATG4B inhibitor 2, mIAP activ 0.97, mIAP inh 3 and HKDC1 inhibitor -2.
`O=C(CSc1nc(-c2ccccc2)cs1)N1CCN(C(=O)c2ccco2)CC1` gave hIAP activ 0.96, APOBEC3A inh 0, hIAP inh 4, PfG6PD inh 3, ATG4B inhibitor -12, mIAP activ 0.92, mIAP inh 8 and HKDC1 inhibitor 2.
`O=C(OCn1nnc2ccccc2c1=O)c1ccc(S(=O)(=O)N2CCOCC2)cc1` gave hIAP activ 0.99, APOBEC3A inh 0, hIAP inh 1, PfG6PD inh 7, ATG4B inhibitor -9, mIAP activ 0.96, mIAP inh 4 and HKDC1 inhibitor -4.

3 entries picked at random from the list so far, as already listed:
Screening Cc1ccsc1/C=N/N1CCN(C2c3ccccc3-c3ccccc32)CC1 returned hIAP activ 0.95, APOBEC3A inh -5, hIAP inh 5, PfG6PD inh -4, ATG4B inhibitor 19, mIAP activ 1.1, mIAP inh -13 and HKDC1 inhibitor 2.
For O=C(c1ccc(CN2CCOCC2)cc1)N1CCN(c2ccccc2)CC1 the results were hIAP activ 1.1, APOBEC3A inh -4, hIAP inh -9, PfG6PD inh -4, ATG4B inhibitor -16, mIAP activ 1.1, mIAP inh -12 and HKDC1 inhibitor -15.
CCOC(=O)/C=C1\SCC(=O)N1CC(=O)c1ccc[nH]1 was read as hIAP activ 0.92, APOBEC3A inh 8, hIAP inh 8, PfG6PD inh -10, ATG4B inhibitor 3, mIAP activ 0.93, mIAP inh 7 and HKDC1 inhibitor -2.
